Source: PubChem (National Center for Advancing Translational Sciences (NCATS))
POLH inh = qHTS for Inhibitors of Polymerase Eta. Potency, µM (top dose mostly 114 µM), for inactives: at the top dose activity change, negative = inhibition, usual class: inhibitors. recombinant Pol eta, fluorescent DNA replication assay. DNA polymerase eta (Homo sapiens), Q9Y253. 390,000 tested, 1.2% active. AID 588591, 2011; also: potency is read from the fitted curve at half-maximal effect; % is scaled to controls: 0 for no effect and ±100 for the full control effect
Target sequence (Q9Y253 whole entry, looked up): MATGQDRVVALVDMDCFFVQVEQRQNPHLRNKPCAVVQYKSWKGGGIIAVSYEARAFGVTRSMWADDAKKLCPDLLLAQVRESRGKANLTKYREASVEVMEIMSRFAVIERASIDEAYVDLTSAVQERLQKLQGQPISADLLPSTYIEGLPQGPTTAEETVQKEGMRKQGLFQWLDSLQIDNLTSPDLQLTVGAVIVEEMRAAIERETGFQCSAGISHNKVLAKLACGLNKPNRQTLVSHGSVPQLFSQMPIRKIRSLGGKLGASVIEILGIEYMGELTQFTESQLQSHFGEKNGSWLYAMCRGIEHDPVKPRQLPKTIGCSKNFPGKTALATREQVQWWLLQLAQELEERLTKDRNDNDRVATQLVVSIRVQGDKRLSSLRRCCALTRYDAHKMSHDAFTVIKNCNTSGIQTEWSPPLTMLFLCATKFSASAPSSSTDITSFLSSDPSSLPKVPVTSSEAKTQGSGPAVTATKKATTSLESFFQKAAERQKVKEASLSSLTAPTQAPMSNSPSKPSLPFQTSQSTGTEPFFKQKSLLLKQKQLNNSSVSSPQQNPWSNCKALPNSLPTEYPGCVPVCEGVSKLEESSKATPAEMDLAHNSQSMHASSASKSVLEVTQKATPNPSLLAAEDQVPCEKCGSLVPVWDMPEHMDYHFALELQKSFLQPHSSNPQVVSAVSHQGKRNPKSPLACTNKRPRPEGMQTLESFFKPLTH
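Pol eta at 10 nM preincubated with compounds 15 min at room temperature; reaction started with fluorescent substrate (50 nM final) and read kinetically at 0 and 10 min.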
Pol beta inh = qHTS Assay for Inhibitors of DNA Polymerase Beta. AID 485314, 2010. Pol beta primer extension/strand displacement, fluorescence kinetic. P06746. 340,000 tested, 1.3% active. Potency, µM (titrated, usually from 114 µM), inactives show at the highest dose activity change, negative = inhibition, hits mostly inhibitors; also: potency is read from the fitted curve at half-maximal effect; % is scaled to controls: 0 for no effect and ±100 for the full control effect
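Values derive from four-parameter Hill fits of normalized kinetic data: reads at 0 and 10 min following addition of 50 nM substrate to 10 nM Pol beta preincubated 15 min with compound.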
APEX1 inh = qHTS Assay for Inhibitors of the Human Apurinic/apyrimidinic Endonuclease 1 (APE1) | DNA repair nuclease/redox regulator APEX1 (Homo sapiens), P27695 | recombinant APE1, TAMRA/BHQ-2 abasic DNA cleavage fluorescence | Potency, µM (highest dose often 65.8 µM), without a hit: at the top dose activity change, negative = inhibition, actives largely listed as inhibitors | 350,000 tested, 0.35% active;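 also: potency is read from the fitted curve at half-maximal effect; plate controls were vehicle for no effect and reference inhibitor for full effect; nearly all actives have a fitted effect of over 55% in size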
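Compound pre-exposure to 0.75 nM APE1, 15 min at ambient temperature. Reaction initiated with 50 nM TAMRA/BHQ-2 THF substrate, read immediately in kinetic mode, 525 nm excitation, 598 nm emission.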
BLM helicase inh = qHTS Assay for Inhibitors of Bloom's syndrome helicase (BLM); RecQ-like DNA helicase BLM (Homo sapiens), P54132; recombinant BLM DNA unwinding, fluorescence dequenching; Potency, µM (highest dose often 56.1 µM), for inactives: at the highest dose activity change, negative = inhibition, most hits filed as inhibitors; 350,000 tested, 0.2% active;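 also: potency is read from the fitted curve at half-maximal effect; plate controls were vehicle for no effect and no enzyme for full effect; nearly all actives have a fitted effect of over 35% in size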
POLI inh = qHTS for Inhibitors of Polymerase Iota; 390,000 tested, 1% active; DNA polymerase iota (Homo sapiens), Q9UNA4; AID 588590, 2011; Pol iota fluorescent replication assay, 10 min; Potency, µM (titrated, usually from 115 µM), for inactives: at the highest dose activity, negative = inhibition, hits mostly inhibitors; also: potency is read from the fitted curve at half-maximal effect
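Fluorescent replication assay read twice, at 0 min and 10 min after adding 50 nM (final) substrate. Enzyme (10 nM) and compounds were first incubated 15 min at room temperature; enzyme-free buffer wells were negative controls.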
RXFP1 antagonist = qHTS Assay for Antagonists of the Relaxin Receptor RXFP1; HEK293-RXFP1, relaxin-stimulated cAMP HTRF, 30 min; active compounds read low; 350,000 tested, 0.59% active; Relaxin receptor 1 (Homo sapiens), Q9HBX9; AID 1259400, 2018; activity change, negative = inhibition, % at 57.5 µM;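 active = activity change of -60% or lower, but not beyond a set lower limit; inconclusive = change between -60% and -40%, or beyond the set limit; inactive = change above -40%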; also: % is scaled to controls: 0 for no effect and ±100 for the full control effect
Apoferritin bind = qHTS Assay for Identification of Novel General Anesthetics; Potency, µM (top dose mostly 77.5 µM), without a hit: at the top dose activity change, negative = displacement, actives largely listed as inhibitors; Ferritin light chain (Equus caballus), P02791; apoferritin/1-aminoanthracene competitive binding, fluorescence; 350,000 tested, 0.074% active; also: potency is read from the fitted curve at half-maximal effect; % is scaled to controls: 0 for no effect and ±100 for the full control effect; nearly all actives have a fitted effect of over 20% in size
Target sequence (P02791 2-175 limits assumed): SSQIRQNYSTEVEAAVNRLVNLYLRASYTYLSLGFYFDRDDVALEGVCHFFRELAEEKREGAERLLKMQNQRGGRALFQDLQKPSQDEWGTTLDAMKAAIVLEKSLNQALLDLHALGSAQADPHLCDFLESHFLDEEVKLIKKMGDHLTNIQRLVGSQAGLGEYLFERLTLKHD
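In PBS, apoferritin at 10 uM is loaded with 1-AMA from a 50% saturated solution. After 10 min of compound exposure at ambient temperature, reduced 535 nm fluorescence indicates probe displacement.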
Pol kappa inh = qHTS for Inhibitors of Polymerase Kappa; Potency, µM (top dose mostly 107 µM), for the others: at the highest dose activity, negative = inhibition, actives largely listed as inhibitors; purified Pol kappa, fluorescent DNA synthesis assay, 10 min; DNA polymerase kappa (Homo sapiens), Q9UBT6; AID 588579, 2011; 400,000 tested, 0.53% active; also: potency is read from the fitted curve at half-maximal effect; % is scaled to controls: 0 for no effect and ±100 for the full control effect
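10 nM Pol kappa was preincubated with compounds for 15 min at room temperature. Reaction started with 50 nM (final) substrate. Fluorescence read kinetically at 0 and 10 min.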
PGK inhibitor = qHTS Assay to Find Inhibitors of Phosphoglycerate Kinase; Phosphoglycerate kinase, glycosomal (Trypanosoma brucei brucei), P07378; PGK/GAPDH coupled, Kinase-Glo luminescence, 60 min; Potency, µM (series often up to 57.5 µM), for inactives: at the highest dose activity change, negative = inhibition, actives largely listed as inhibitors; 380,000 tested, 0.043% active; AID 602233, 2012; also: potency is read from the fitted curve at half-maximal effect; % is scaled to controls: 0 for no effect and ±100 for the full control effect; nearly all actives have a fitted effect of over 60% in size
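Recombinant glycosomal PGK reaction used 1,3-bisphosphoglycerate generated in-well by GAPDH (100nM final) in 100mM TEA pH 7.6, 5mM MgCl2, 0.01% Tween-20. After 60 minutes at room temperature, ATP was read by Kinase-Glo Plus luminescence end-point.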
* marks the source's active call; other numbers are inactive results; i = inactive; ? = inconclusive; / = not tested or not shown; [ ] = remark or other dose. Unless noted, calls follow the shape of the dose curve; as a rule, active = well fitted curve in the direction sought with a large enough effect; inconclusive = small, poorly fitted or top-dose-only effect, or another doubt; inactive = no such curve, though single readings can be large; an effect the other way counts as inactive or inconclusive.

SMILES | POLH inh | Pol beta inh | APEX1 inh | BLM helicase inh | POLI inh | RXFP1 antagonist | Apoferritin bind | Pol kappa inh | PGK inhibitor
Cc1ccc2c(C(=O)CN3CCC4(CC3)OCCO4)c(C)[nH]c2c1 | -8.3% | 24.8% | 0.8% | -6.8% | -7.5% | -7.8 | -16.4% | -17.4% | 1.1%
COC(=O)c1nn(-c2ccccc2)c(-c2ccccc2)c1C(=O)c1ccccc1 | -20.7% | 12.9% | 0.9% | -10.6% | 16.7% | -9.6 | -21.5% | -6.8% | -9.7%
OCc1cn(-c2ccccc2)nc1-c1cc2ccccc2o1 | -14.5% | 8.7% | -0.4% | -7.1% | -5.3% | -13.2 | -7.2% | 10.8% | -5.9%
COC(=O)c1[nH]c2c(c1C)C(=O)CC(c1cc(OC)c(OC)c(OC)c1)C2 (stereo not drawn) | 4.0% | 1.1% | 55.0%[activator] | -3.4% | 3.7% | 10.3 | 22.8% | 8.7% | -9.6%
COc1ccc(CCNC(=O)c2ccc3[nH]c(C)c(C)c3c2)cc1OC | 3.5% | 20.1% | / | -0.8% | -29.4% | -5.9 | -0.2% | -10.6%[60.1 µM] | -9.7%
CC(C)(C)c1ccc(OCC(=O)NN2Cc3ccccc3C2=N)cc1 | -3.7% | -0.8% | -0.9% | 3.9% | 3.4% | 6.4 | -9.8% | 1.8% | -0.6%
CCC1Cc2c(nc(N)c3c(N)nc(N4CCOCC4)c(C#N)c23)O1 (stereo not drawn) | -18.1% | 1.2% | -6.5% | -6.3% | 241.7%[activator] | -3.6 | 118.9%[activator] | -6.7% | i
CN(C(=O)c1cccc(NC(=O)Cc2ccc(NC(=O)C3CCN(S(=O)(=O)c4cccc([N+](=O)[O-])c4)CC3)cc2)c1)C1CCCCC1 | -2.2% | / | / | / | ? | / | / | 1.7% | -3.9%
CC(=O)Oc1cc2oc(=O)cc(C)c2cc1Cl | -1.2% | -1.4% | -1.6% | 1.2% | 48.6%[activator] | 8.5 | 440.2%[activator] | -6.0% | -10.2%
CN(C(=O)COC(=O)c1cc(S(=O)(=O)N2CCOCC2)ccc1F)C1CCS(=O)(=O)C1 (stereo not drawn) | 0.9% | / | 13.6% | / | 28.1% | -17.9 | / | -7.0% | -8.0%
Cc1ccc(-c2nnc3c4ccccc4c(C)nn23)cc1S(=O)(=O)N1CCN(C)CC1 | 1.6% | / | / | / | 5.7% | 9.3 | / | -12.7% | -6.5%
O=C(O)c1ccc(COc2c(F)c(F)c(F)c(F)c2F)o1 | 22.4µM* | 39.8µM* | ? | 26.9% | 22.4µM* | -17.4 | -12.6% | ? | ?
Cc1ccc(NS(=O)(=O)c2ccc3c(c2)NC(=O)CO3)cc1 | -13.1% | 0.5% | 16.2% | 0.2% | 38.9%[activator] | 3.0 | -18.1% | 13.1% | i
Cc1ccc2nc(C)c3c(c2c1)N(c1ccc(F)cc1)CC3 | -13.0% | -28.2% | 17.1% | 11.6% | 36.0%[activator] | -27.4 | 14.2% | -1.6% | 3.7%
CCc1noc(C)c1C(=O)N1CCN(S(=O)(=O)c2ccc(Cl)s2)CC1 | -10.7% | / | -0.2% | / | 30.2%[activator] | 15.6 | / | 6.0% | -0.2%
O=C(NCc1ccc(Cl)cc1)c1cc2cccc3c2n1CCS3 | -13.4% | 0.5% | / | -12.8% | 2.4% | -29.1 | 75.8%[activator] | -5.5% | 7.2%
COc1ccc(OC)c(Cc2nnc(CCC(=O)NCc3nc4ccccc4s3)o2)c1 | -16.4% | 2.5% | 2.1% | -9.4% | 0.6% | -17.6 | -4.1% | 5.5% | -2.4%
O=C(NCCN1C(=O)S/C(=C\c2cccnc2)C1=O)c1ccc(S(=O)(=O)N2CCCC2)cc1 | -14.2% | 33.2% | 6.3% | -0.8% | ? | 7.3 | -4.2% | 0.5% | -5.9%
CCOc1ccc(NC(=O)Nc2nc(SCC)ns2)cc1 | -19.9% | -1.0% | 31.8% | -3.7% | -3.5% | -3.7 | 0.8% | -0.3% | i
COc1cccc(NS(=O)(=O)c2cc(C)ccc2OC)c1 | -10.3% | -2.1% | -1.7% | 2.4% | -4.5% | -5.4 | -8.3% | -3.7% | i
COCCNC(=O)COc1ccc(C)cc1C(=O)c1cc(C#N)c(=O)n(C2CC2)c1 | -3.1% | 23.8% | -7.3% | -0.2% | 3.5% | -0.1 | -7.3% | -4.8% | -5.4%
O=C(O)CCCCn1c(SCc2ccccc2Cl)nc2ccsc2c1=O | 12.4% | 3.8% | 12.7% | -1.3% | 21.9% | -5.0 | -5.0% | 14.2% | -2.1%
Cc1ccc(NCc2nnc(SCC(=O)c3ccc4c(c3)OCCO4)o2)c(C)c1 | -4.0% | 9.8% | -0.7% | -4.0% | 0.3% | -0.7 | -23.0% | -13.0% | -8.3%
Cc1ccc(-c2noc(C3CCCN(C(=O)c4cccc(Cl)c4)C3)n2)o1 (stereo not drawn) | 2.0% | 41.0% | -18.2% | -6.3% | -18.4% | 3.5 | 5.6% | -10.5% | 6.3%
CC(C)Sc1ncnc2[nH]ncc12 | -10.9% | / | / | / | -6.2% | 10.5 | / | -15.6% | -5.4%
COc1cc(/C=N/N2CCN(c3ccccc3OC)CC2)ccc1OC(C)=O | -7.2% | 28.7% | 9.9% | 0.0% | 90.8%[activator] | -18.1 | -6.1% | -0.2% | 5.9%
C=CCN(c1ccccc1OC)S(=O)(=O)c1cccc(C(=O)OCC(=O)c2c[nH]c3ccccc23)c1 | -24.5% | 2.3% | 8.0% | -6.7% | -7.6% | -1.2 | 6.6% | -13.2% | -1.8%
COc1cc2c(cc1OC)CN(C(=O)C(C)(C)C)CC2 | 5.4% | 7.8% | 16.5% | -10.2% | 39.6%[activator] | 5.4 | -2.9% | -9.1% | 5.6%
O=C(CCS(=O)(=O)c1ccccc1)Nc1nc2cc3c(cc2s1)OCO3 | ? | ? | -0.3% | -23.1% | 70.8µM* | -5.4 | -3.1% | -17.5% | 2.2%
CCOc1cc(C2C(C#N)=C(N)Oc3n[nH]c(-c4ccncc4)c32)cc([N+](=O)[O-])c1O (stereo not drawn) | -6.6% | ? | ? | -12.1% | 24.7% | 3.4 | 0.4% | -1.9% | -9.3%
CN(C)CCN1C(=O)C(O)=C(C(=O)c2cc3ccccc3o2)C1c1cccc(Br)c1 (stereo not drawn) | ? | 19.1% | 2.2% | -0.3% | -5.1% | 5.3 | ? | 1.0% | -7.1%
CCCC(=O)N(CCN1CCOCC1)c1nc2c(OC)ccc(OC)c2s1 | -18.8% | -7.1% | 19.1% | -0.9% | -5.1% | -6.6 | 2.5% | 14.3% | i
CC[C@@H](C)[C@H](NC(=O)OC(C)(C)C)c1nnc(S(=O)(=O)Cc2cc(C)ccc2C)o1 | -10.3% | 27.3% | -2.9% | -2.4% | -12.1% | ? | ? | -11.7% | 7.8%
CCCNC(=O)c1ccc(SC)cc1OC | 3.5% | ? | 1.0% | 2.1% | -11.6% | -1.4 | -7.0% | -7.4% | -8.3%
COc1ccc[nH]c1=O | 0.4% | -0.9% | -4.7% | -1.1% | -3.4% | -2.4 | 2.7% | -0.3% | /
Cc1cccc(-n2ccnc2SCC(=O)O)c1C | -5.0% | -4.1% | -2.0% | -4.6% | 44.3%[activator] | -14.3 | -3.2% | -17.2% | -2.4%
O=C(COc1ccccc1)OCc1cc(-c2ccco2)on1 | 0.1% | / | 8.6% | / | -24.0% | 1.7 | / | -19.4% | 0.8%
CC(C)c1ccc(S(=O)(=O)N2CCN(CCC(=O)Nc3ccc(N(C)C)cc3)CC2)cc1 | -8.8% | 6.2% | -9.5% | -4.3% | 11.3% | -15.2 | -7.2% | -12.7% | 5.0%
CC12CCC=CC1=C(C=O)C1C2CCC2(C)C(O)CCC12 (stereo not drawn) | 5.5% | / | / | / | 2.4% | -15.9 | / | -14.5% | -2.2%
CCNC(=O)CCSc1nnc(-c2ccc(O)cc2)o1 | -13.0% | ? | / | -0.1% | 17.8% | / | -7.0% | 9.5% | -4.6%
CCc1ccc(NC(=O)CNCc2ccc(OC)c(OC)c2)cc1 | -18.4% | -1.3% | 42.0%[activator] | 0.7% | 27.6% | -10.8 | -4.1% | -0.7% | -10.0%
O=C(c1ccc(Br)cc1)N1CCCC1 | -0.1% | 17.0% | 3.4% | -0.1% | 7.7% | -0.4 | 1.5% | -9.0% | -3.2%
COC(=O)CC(NC(=O)c1ccc(C)cc1)c1ccc2c(c1)OCO2 (stereo not drawn) | -10.1% | 1.0% | 5.0% | -3.5% | -9.8% | 3.3 | -10.7% | 0.7% | i
CCOC(=O)C(Cc1c[nH]c2ccccc12)NC(=O)CNC(C)=O (stereo not drawn) | 3.5% | 38.9% | -5.7% | -2.4% | 14.7% | 14.0 | -5.4% | -7.6% | -10.4%
CC(C)CC(=O)Nc1ccc(Cc2ccncc2)cc1 | -8.0% | 61.9% | 5.5% | 0.4% | -10.4% | 9.7 | -16.1% | 2.1% | -10.3%
CCOC(=O)CC1C(C(=O)OCC)ON2OC(C(=O)OC)C(C(=O)OCC)C12 (stereo not drawn) | -8.8% | -10.9% | 0.4% | -0.6% | 33.6%[activator] | -4.1 | -3.6% | -9.1% | -3.6%
COC(=O)[C@H](Cc1ccccc1)NC(=O)N(C)Cc1ccccc1 | -21.8% | 5.2% | 3.4% | -0.8% | 55.5%[activator] | -2.5 | -2.8% | 5.1% | 6.8%

These rows are one share of the data; rates above refer to the full screens.
